# TRPML3 agonist – agonists of human TRPML3 channel. Q8TDD5. HEK293 TRPML3-YFP, Fluo-8 calcium fluorescence; 100% = the carbachol control signal. activation, % at 3 µM. 0.29% of 220,000 active;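 active = activation above its plate's cutoff, the mean activation of the plate's test wells plus 3 SD, cut at about 12% in these data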;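 also: 0% = DMSO only wells and 100% = carbachol wells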
#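 Material: TRPML3-YFP stable HEK293 cells | Dosing: One concentration, 3 µM nominal, 0.3% DMSO | Timing: 125 s total fluorescence read per well | Technique: Fluo-8 calcium dye fluorescence, ex 470-495, em 515-575 nm | Measure: Percent activation from peak-to-basal fluorescence ratio, scaled between DMSO and carbachol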
# PPC-1+TRAIL kill – kills PPC-1 cancer cells in the presence of TRAIL | PPC-1 cells + TRAIL, ATPLite viability luminescence | 0.41% of 220,000 active | cell killing (% activity), % at 4 µM;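 active = cell killing above 50% in the first pass at 4 µM, then a duplicate retest at 5 µM averaging 50% or more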;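 also: plate controls were cells with TRAIL plus DMSO for no effect and medium-only wells lacking cells for full effect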
# Wee1 degr inh – inhibitors of human Wee1 degradation | P30291 | 1.2% of 220,000 active | reporter increase, % at 5 µM | HeLa Luc-Wee1K328M stability, luciferase luminescence; 100% = proteasome inhibitor MG132 effect;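 active = activation above the mean of all tested compounds plus 3 SD, set per screening run, cut at about 8.8% in these data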;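 also: cells exposed to compound for 20 h before luminescence read; 0% = DMSO alone and 100% = MG132 at 30 µM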
# Target sequence (P30291 whole entry K328M): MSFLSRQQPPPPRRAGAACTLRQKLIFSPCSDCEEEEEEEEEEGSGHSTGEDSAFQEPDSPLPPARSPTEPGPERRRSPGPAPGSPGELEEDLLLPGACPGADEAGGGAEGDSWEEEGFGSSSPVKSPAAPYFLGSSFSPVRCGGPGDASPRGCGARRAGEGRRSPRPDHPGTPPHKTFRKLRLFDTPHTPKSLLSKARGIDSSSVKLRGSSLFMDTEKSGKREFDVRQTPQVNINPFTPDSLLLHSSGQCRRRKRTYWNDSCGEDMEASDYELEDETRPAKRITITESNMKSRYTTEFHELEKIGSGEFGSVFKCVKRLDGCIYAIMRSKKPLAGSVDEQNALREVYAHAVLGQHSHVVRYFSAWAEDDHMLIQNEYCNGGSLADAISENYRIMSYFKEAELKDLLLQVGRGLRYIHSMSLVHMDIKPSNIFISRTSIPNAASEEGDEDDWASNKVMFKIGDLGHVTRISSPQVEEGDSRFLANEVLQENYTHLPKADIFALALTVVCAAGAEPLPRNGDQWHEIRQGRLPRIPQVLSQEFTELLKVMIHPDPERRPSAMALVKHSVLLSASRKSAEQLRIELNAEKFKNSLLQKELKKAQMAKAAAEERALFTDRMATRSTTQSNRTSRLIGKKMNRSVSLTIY
# zfTRPN1 agonist – zebrafish TRPN1 (NompC) channel agonism. HEK293 zebrafish TRPN1-YFP, Fluo-8 calcium fluorescence; 100% = response to 87 µM carbachol. 0.18% of 220,000 active. activation, % at 3 µM;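 active = activation above its plate's cutoff, the mean activation of test wells on that plate plus 3 SD, cut at about 19% in these data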;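 also: 0% = DMSO alone and 100% = 87 µM carbachol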
#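 Material: zebrafish TRPN1-YFP in HEK293 cells. Doses: one dose of 3 µM, 0.3% DMSO. Incubation: dye 1 h 37 °C plus 30 min RT. Measured by: intracellular calcium fluorescence with Fluo-8.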
# BaF3 tox – reduces parental Ba/F3 cell viability, JAK2V617F counter-screen. CellTiter-Glo ATP luminescence. inhibition, % at 5.6 µM. 1.1% of 220,000 active. AID 1486;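 active = inhibition above a per-campaign cutoff, the mean inhibition of all tested compounds plus 3 SD, cut at about 27% in these data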;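 also: 0% = DMSO wells and 100% = JAK Inhibitor I control wells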
# TNF necrop inh – inhibitors of TNF-alpha induced necroptosis in Jurkat FADD-/- cells; activation (protection from cell death), % at 10 µM; 0.068% of 220,000 active; Jurkat FADD-/- TNF necroptosis rescue, ATP luminescence, 24 h; 0 = TNF only, 100 = no-TNF cells;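 active = activation, meaning protection from cell death, of at least 50% relative to plate controls; inactive = activation below 50%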;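 also: necroptosis triggered by 40 ng/mL TNF-alpha added together with compound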
# Ba/F3 V617F tox – lowers viability of Ba/F3 cells expressing EpoR and JAK2V617F; ATP luminescence; inhibition, % at 5.6 µM; 1.1% of 220,000 active;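 active = inhibition above the campaign mean plus 3 SD over all tested compounds, cut at about 24% in these data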;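 also: cytokine-independent growth of Ba/F3 cells driven by EpoR plus mutant JAK2; 0% = DMSO-treated cells and 100% = JAK inhibitor I control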
# CHOP inhibitor – CHOP inhibition in unfolded protein response. CHO-K1 CHOP-promoter luciferase, tunicamycin-induced, 15-18 h. inhibition, % at 10 µM. 3.8% of 220,000 active. AID 2732;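 active = compounds that reduced the stress-induced luciferase reporter signal by more than about 70% of percent inhibition, limit read from the data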;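 also: 0% = tunicamycin plus vehicle and 100% = wells without tunicamycin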
# RBBP9 inh – blocks human serine hydrolase RBBP9; 0.2% of 220,000 active; O75884; recombinant RBBP9, FP-Rh probe fluorescence polarization; inhibition, % at 7.94 µM; AID 1515;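 active = inhibition above the campaign mean of all tested compounds plus 3 SD, cut at about 14% in these data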;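 also: plate controls were DMSO wells with RBBP9 for no effect and wells lacking RBBP9 protein for full effect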
# Target sequence (O75884 whole entry, looked up): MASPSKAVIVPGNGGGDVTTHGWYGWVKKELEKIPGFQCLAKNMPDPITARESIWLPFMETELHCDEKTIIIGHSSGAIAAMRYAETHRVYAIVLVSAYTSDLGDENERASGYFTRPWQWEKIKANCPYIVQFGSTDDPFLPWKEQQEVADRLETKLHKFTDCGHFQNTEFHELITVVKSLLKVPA
#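 Measured by: FP readout at 525/598 nm; material: recombinant human RBBP9; also added: Serine-hydrolase probe FP-Rh, 375 nM pre-mixing; medium: Tris buffer pH 8.0, NaCl, Pluronic; replication: one well per compound; doses: one concentration, 7.94 µM nominal, 0.794% DMSO; timing: preincubation 30 min plus labeling 45 min at 25 °C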
# * hit, by the source's call; nt = not tested or not shown. Rows are unselected. About 6.8% of those tested had a hit in this group.
SMILES,TRPML3 agonist,PPC-1+TRAIL kill,Wee1 degr inh,zfTRPN1 agonist,BaF3 tox,TNF necrop inh,Ba/F3 V617F tox,CHOP inhibitor,RBBP9 inh
COc1cc(NC2c3ncccc3C(=O)N2Cc2ccco2)cc(OC)c1 (configuration not stated),0.3,23,3,-0.1,6,-0.7,0,6,-2
N#CCCn1cc(/C=N/NC(N)=S)c(-c2ccccc2)n1,0.8,4,0,1.3,4,-2.9,0,-9,-2
CCN(CC)c1ccc(/C=N/NC(=O)c2ccco2)cc1,-0.4,30,20*,-1.2,10,-5.4,6,11,4
COc1cc2c(cc1NC(=O)/C=C/c1ccccc1)oc1ccccc12,-0.1,14,3,2.7,7,4.6,0,-22,-11
CN1CCCc2cc3c(C(F)(F)F)cc(=O)oc3nc21,0.7,3,-2,1.2,1,0.1,-2,43,1
CC(=O)Nc1ccc(Nc2cc(C(C)C)nc3c(-c4ccccc4)c(C)nn23)cc1,1.0,24,0,-0.2,0,-1.9,0,44,-1
O=C(C(c1ccccc1)c1ccccc1)N1CCOCC1,0.8,2,-1,0.6,1,-0.8,-1,5,-4
CCn1c(/C=C2/C(=O)N(C)c3ccccc32)nc2ccccc2c1=O,-0.7,-10,-1,1.2,10,-9.7,0,-5,0
O=C1CCCC2=C1C(c1ccccc1O)C1=C(CCCC1=O)O2,0.1,7,2,1.3,3,-1.6,4,-17,-4
COc1cc(-n2c(N)c(C(=O)NCc3ccco3)c3nc4ccccc4nc32)cc(OC)c1OC,0.3,22,2,-0.6,1,-4.0,-3,23,8
Oc1c(/C=C/C=C/C=Nc2ccccc2)sc(=S)n1Cc1ccccc1,1.6,-6,-2,5.2,3,-21,2,20,-10
CN1CCCN(c2ncnc3scc(-c4ccc(F)cc4)c23)CC1,1.4,9,-1,0.1,6,1.2,-1,3,-11
CCCOc1ccc(OCCN2CCCC(C)C2)cc1 (configuration not stated),-0.3,21,0,4.6,2,0.7,-2,12,-4
Cc1ccc(-n2nnnc2SC(C)C(N)=O)c(C)c1 (configuration not stated),0.2,-1,-2,0.8,6,-0.9,0,38,-2
O=C(COc1ccc(/C=N/NS(=O)(=O)c2ccccc2)cc1)NCCc1ccccc1,0.0,13,5,0.9,6,1.3,-1,3,-3
CC(Nc1nc(N2CCN(CCO)CC2)nc2ccccc12)c1ccccc1 (configuration not stated),0.7,26,0,0.3,6,2.3,3,-6,-12
CC(=O)Nc1ccc(N/C(C)=C/C(=O)c2cccnc2)cc1,0.6,11,2,-0.2,-1,1.6,-3,11,1
O=C(CNC(=O)c1cccs1)NCC(=O)OCc1ccc(Cl)cc1Cl,0.0,19,-3,-3.0,0,-0.9,-3,17,-6
Cc1ccc(C(=O)NCCN2CCNC2=O)cc1,0.0,-4,5,0.7,-1,1.5,4,-16,-1
O=C(Oc1c(CN2CCOCC2)cc(Cl)c2cccnc12)c1ccccc1F,0.5,23,-2,0.2,4,-11,0,67,-4
COCc1cc(C)nc2sc(C(=O)N3CCN(c4ccccc4)CC3)c(N)c12,-0.4,32,-1,-1.1,8,-0.3,0,16,-5
CC1CCC(NC(=O)C(NC(=O)c2ccccc2)C(C)C)CC1 (configuration not stated),0.4,14,2,0.9,10,1.4,2,4,2
O=C(c1ccco1)N1CCN(C(c2cccs2)c2sc3ncnn3c2O)CC1 (configuration not stated),0.6,3,-1,1.4,10,0.8,-1,12,-10
O=C1CC(N2CCSCC2)C(=O)N1c1ccc(F)cc1 (configuration not stated),0.2,-3,-1,-0.6,-1,5.6,-3,10,-4
FC(F)(F)c1cccc(N2CCC(N=CN3CCCCCC3)=N2)c1,0.8,4,4,0.1,7,10,4,-33,-1
COc1ccc(CCNC(=O)CSc2nnnn2Cc2ccc3c(c2)OCO3)cc1OC,0.4,-20,1,-0.1,6,-0.9,1,11,-7
CN(C)/C=N/c1ncn(-c2ncc(C(F)(F)F)cc2Cl)n1,-0.2,24,-3,0.9,2,-0.4,0,-9,-3
CCN(CC)CC(C)OC(=O)COc1ccc(OC)cc1 (configuration not stated),1.1,1,2,0.7,0,-1.0,-3,-7,1
Cc1ccc(C(=O)O/N=C\c2ccc(N3CCCCC3)c([N+](=O)[O-])c2)cc1,0.7,7,-4,-0.5,5,-8.8,2,12,-7
COC(=O)c1cccc(NC(=O)Nc2ccc(Cl)c(Cl)c2)c1,6.6,10,-3,20*,2,-10,-2,31,-73

# A different layout for 2 compounds above:
Compound | TRPML3 agonist | PPC-1+TRAIL kill | Wee1 degr inh | zfTRPN1 agonist | BaF3 tox | TNF necrop inh | Ba/F3 V617F tox | CHOP inhibitor | RBBP9 inh
O=C(c1ccco1)N1CCN(C(c2cccs2)c2sc3ncnn3c2O)CC1 (configuration not stated) | 0.6 | 3 | -1 | 1.4 | 10 | 0.8 | -1 | 12 | -10
CCN(CC)CC(C)OC(=O)COc1ccc(OC)cc1 (configuration not stated) | 1.1 | 1 | 2 | 0.7 | 0 | -1.0 | -3 | -7 | 1

# The list goes on:
SMILES,TRPML3 agonist,PPC-1+TRAIL kill,Wee1 degr inh,zfTRPN1 agonist,BaF3 tox,TNF necrop inh,Ba/F3 V617F tox,CHOP inhibitor,RBBP9 inh
COc1ccc(N2CCN(C(=O)CSc3nc4[nH]ncc4c(=O)n3-c3cccc4ccccc34)CC2)cc1,-0.7,22,-2,-0.9,5,-3.9,7,20,-6
COc1ccccc1OCC#CCSc1ncccn1,0.5,37,-1,1.1,7,-1.5,3,11,-2
Nc1nc(C2C(=O)CCCC2=O)cs1,0.3,-20,-3,0.6,2,-0.1,1,-5,-8
O=C(O)CN1C(=O)/C(=C\c2cn(CC(=O)N3CCOCC3)c3ccccc23)SC1=S,2.4,-11,2,5.1,1,1.5,-3,-7,2
Cc1c(Cl)cccc1NC(=S)NCC1COc2ccccc2O1 (configuration not stated),0.3,11,3,0.3,0,-1.0,-2,20,-1
COc1ccccc1OCC(O)Cn1nc(C)cc1C (configuration not stated),-0.1,nt,-1,0.6,-2,0.8,-1,10,-4
COc1ccccc1NC(=S)NC(NC(=O)CC(C)C)C(Cl)(Cl)Cl (configuration not stated),0.2,18,2,-1.0,10,-0.3,1,5,-4
Cc1cc(C(=O)CC#N)c(C)n1-c1c(C)n(C)n(-c2ccccc2)c1=O,1.4,16,-5,-0.9,6,-0.4,2,0,0
Cc1ccc(C(=O)NN2C(=O)/C(=C/c3cn(C)c4ccccc34)SC2=S)cc1,0.6,19,1,-0.1,9,2.3,1,26,-2
COc1ccc2cnn(CCOc3cc(C)ccc3C(C)C)c(=O)c2c1OC,-1.1,21,3,-1.2,9,-1.5,4,46,4

# Wee1 degr inh, what is marked active above.
Compound	TRPML3 agonist	Wee1 degr inh	CHOP inhibitor	RBBP9 inh
CCN(CC)c1ccc(/C=N/NC(=O)c2ccco2)cc1	-0.4	20*	11	4

# Remaining list, next part:
SMILES,TRPML3 agonist,PPC-1+TRAIL kill,Wee1 degr inh,zfTRPN1 agonist,BaF3 tox,TNF necrop inh,Ba/F3 V617F tox,CHOP inhibitor,RBBP9 inh
Cc1ccc(NC(=O)c2ccc(CN3CCc4ccccc4C3)cc2)cc1,3.6,26,-3,6.5,2,-19,0,34,-8
CC1(C)CCCC2=C1CC1C(=O)N(c3ccccc3)C(=O)C1C2 (configuration not stated),23*,-10,-3,-0.3,3,0.2,-4,12,-1
Cc1cc(C(=O)N/N=C/c2cc(Br)ccc2OC(=O)c2ccccc2Cl)n[nH]1,0.4,24,3,1.4,5,1.3,-1,99*,-9
O=[N+]([O-])c1cccc2ccc(/C=C/c3ccc(Cl)cc3)nc12,0.0,8,1,-0.8,0,1.9,-1,16,-4
N#Cc1cccc(NC(=O)COC(=O)c2ccccc2C(=O)c2ccc(Cl)c([N+](=O)[O-])c2)c1,0.6,26,0,-1.7,2,-11,-4,34,0
COc1ccc(S(=O)(=O)Nc2ccc(NC(C)=O)cc2)cc1,0.3,16,-3,0.8,0,1.7,2,6,-13
CCC(C)n1c(-c2cccs2)nc2nc3ccccc3nc21 (configuration not stated),-1.4,8,2,-1.6,0,-1.5,-5,-11,-3
Cc1c(Cl)cccc1NS(=O)(=O)c1ccc2c(c1)C1C=CCC1C(c1ccc(C(=O)O)cc1)N2 (configuration not stated),0.9,-5,3,1.0,4,-0.8,3,-9,5
Cc1ccc2cc3cc(C(=O)NCCCN4CCCCCC4)oc3nc2c1,0.5,18,-3,0.9,8,-5.1,-1,19,3
O=C(CSc1ccc(-c2ccccn2)nn1)c1ccc([N+](=O)[O-])cc1,0.5,30,-4,-0.9,2,-0.2,2,14,-8
O=C(NCc1cccnc1)NC1CC(=O)N(c2ccc3c(c2)OCCO3)C1 (configuration not stated),0.5,3,-2,-3.0,-2,0.2,-6,-18,-1
CC(C)N1CCCC(CNC(=O)CCc2nnc(CCCCc3ccccc3)o2)C1 (configuration not stated),0.7,5,6,0.7,9,1.4,-3,14,2
CCCCCC1CC(CC(=O)NC(=S)Nc2ccc([N+](=O)[O-])cc2)C(=O)O1 (configuration not stated),0.0,8,0,0.3,2,0.3,0,85*,-14
CCN(CC)CCOC(=O)c1ccc(NC(=O)C(C)NC(=O)C23CC4CC(CC(C4)C2)C3)cc1 (configuration not stated),1.1,-8,1,0.6,7,4.0,1,29,-6
COc1cc(/C=N/Nc2ccc(C(=O)O)cc2)cc(OC)c1OC,0.3,10,-4,-0.6,-5,1.4,-1,-34,-3
O=C(c1ccc(F)cc1)N1CCCN(c2nc(-c3ccccc3)ns2)CC1,1.8,0,0,3.7,-2,1.1,1,12,-9
CCCn1c(=O)c2ccccc2n2c(SCc3cc(=O)n4ccsc4n3)nnc12,-0.2,nt,0,0.7,10,-1.7,1,nt,0
Cc1ccccc1NC(=O)CNC(=O)c1ccc(C(F)(F)F)cc1,0.2,12,1,-0.6,10,0.9,3,11,-3
C=CCNC(=O)Cc1c(OC)ccc2cc(Br)ccc12,2.2,38,0,1.9,3,1.3,-1,-2,-5
COc1ccc(N2C(=O)c3ccccc3NC2c2ccc(OC)c(Cn3nnc4ccccc43)c2)cc1 (configuration not stated),-0.6,9,0,-1.1,5,-1.9,1,1,-6
O=C(COC(=O)CNC(=O)c1ccccc1F)Nc1cccnc1Cl,0.6,-8,-1,-0.4,0,0.6,-2,-7,-7
Nc1nonc1-c1nc2ccccc2n1CC(=O)N/N=C/c1ccc(-c2cccc(C(=O)O)c2)o1,0.3,9,1,1.9,8,0.3,-2,10,-6
COCCN(CC(=O)NC1CCCCC1)C(=O)CSc1nc2ccccc2o1,0.0,4,1,0.3,1,-0.9,-1,-4,-3
CC1CCCN(c2nc(NCc3ccco3)nc(N)c2[N+](=O)[O-])C1 (configuration not stated),-0.5,36,-1,0.0,2,-0.2,0,30,-6
O=C(Cn1c(C(=O)NCC2CCCO2)cc2sccc21)c1ccccc1 (configuration not stated),1.0,16,0,-0.4,5,-0.3,-2,26,10

# Compound activity (PubChem BioAssay)
